# Source: PubChem BioAssay (several laboratories)
# MT1-MMP act inh: inhibitors of human MT1-MMP activation; HT1080 RFP-PRO-GFP cells, GFP/RFP ratio fluorescence, overnight; percent of plate control window, DMSO zero; GFP/RFP ratio change, % at 20 µM; actives 0.061% (n = 360,000);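 active = GFP/RFP ratio change of at least 30% with cell ATP level not reduced by more than half and red fluorescence within 50% of control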; also: strong numbers were not always called active
#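 Assay system: HT1080 cells carrying an RFP-PRO-GFP reporter | Dosing: Single dose of 20 µM compound, 1% DMSO final | Incubation: Cells overnight before dosing, compound overnight, 37 °C, 5% CO2 | Evaluation: GFP/RFP fluorescence ratio | Control set: DMSO and RFP-L50D-GFP cell wells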
# eLon inh: E. coli protease La inhibition | P0A9M0 | purified E. coli Lon protease, fluorescence polarization | inhibition, % at 7.94 µM | actives 0.42% (n = 360,000) | AID 602123; in the data active = inhibition above about 13%, passing the limit was not always enough;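 also: 0% = enzyme with probe and DMSO and 100% = no enzyme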
# FAS-TE inh: FAS thioesterase (human) inhibition; P49327; recombinant FAS-TE, OMFH fluorogenic substrate, fluorescence endpoint; inhibition, % at 15 µM; actives 0.67% (n = 360,000); AID 602261;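 active = compounds whose normalised, plate-corrected inhibition of enzyme fluorescence in the single-dose primary screen is 50% or more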;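 also: 0% = DMSO with enzyme and 100% = substrate without enzyme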
# MLLE-PAM2 inh: inhibitors of microRNA-mediated deadenylation, human PABP1 MLLE binding; GST-MLLE / FITC-PAM2 fluorescence polarization; P11940; inhibition, % at 20 µM; actives 0.36% (n = 360,000); AID 588489; in the data active = inhibition above about 35%, passing the limit was not always enough;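 also: plate controls were DMSO wells with GST-MLLE for no effect and wells lacking GST-MLLE protein for full effect; some results filed as inactive read as strong as hits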
# Neddylation inh: blocks human cullin neddylation. TR-FRET cullin neddylation, biochemical. calls only at 25 µM. actives 0.58% (n = 360,000). AID 651699; in the data active = inhibition above about 36%
# Target sequence (P61081 whole entry, looked up): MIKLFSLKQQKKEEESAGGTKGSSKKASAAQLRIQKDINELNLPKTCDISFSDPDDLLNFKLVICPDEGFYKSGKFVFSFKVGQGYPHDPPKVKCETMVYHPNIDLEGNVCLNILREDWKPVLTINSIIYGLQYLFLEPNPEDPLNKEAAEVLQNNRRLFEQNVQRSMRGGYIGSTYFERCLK
# Target sequence (Q13564 whole entry, looked up): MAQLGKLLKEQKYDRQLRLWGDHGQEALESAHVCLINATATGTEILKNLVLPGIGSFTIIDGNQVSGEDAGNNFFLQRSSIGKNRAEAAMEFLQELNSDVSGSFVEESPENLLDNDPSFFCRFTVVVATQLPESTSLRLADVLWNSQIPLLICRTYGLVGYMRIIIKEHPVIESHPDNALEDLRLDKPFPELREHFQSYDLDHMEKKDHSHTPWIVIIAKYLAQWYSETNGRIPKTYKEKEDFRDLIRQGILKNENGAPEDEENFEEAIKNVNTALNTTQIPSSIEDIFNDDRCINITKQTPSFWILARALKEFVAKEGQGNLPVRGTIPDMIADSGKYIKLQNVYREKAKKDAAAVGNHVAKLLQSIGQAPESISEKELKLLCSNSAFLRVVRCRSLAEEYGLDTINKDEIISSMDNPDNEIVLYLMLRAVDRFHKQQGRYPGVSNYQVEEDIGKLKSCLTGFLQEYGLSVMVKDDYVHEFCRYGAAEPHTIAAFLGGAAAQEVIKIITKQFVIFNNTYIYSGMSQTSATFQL
# Rin1 Abl inh: human Rin1-Abl interaction inhibition | P00519+Q13671 | TR-FRET Rin1/Abl binding, biochemical | inhibition, % at 7.35 µM | actives 0.4% (n = 360,000); in the data active = inhibition above about 5%, passing the limit was not always enough
# CendR NRP1 mod: alters CendR peptide binding to human NRP-1; FAM-RPARPAR peptide binding to NRP-1, fluorescence polarization; AID 602438; O14786; inhibition, % at 25 µM; actives 0.85% (n = 360,000);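 active = inhibition or corrected inhibition above about 18%, plus a signal ratio from 0.5 to 1.5, limit read from the data, passing the limit was not always enough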; also: strong numbers were not always called active
# SKN-1 inh: blocks SKN-1 activity in C. elegans | C. elegans VP596 Pgst-4::GFP/RFP ratio, acrylamide-induced, 24 h | inhibition, % at 21.8 µM | actives 0.49% (n = 360,000) | AID 624304;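 active = interference check ratio from 0.5 to 1.5 plus GFP to RFP signal ratio inhibition reaching or exceeding a fixed threshold, cut at about 30% in these data, passing the limit was not always enough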; also: some compounds called inactive have numbers as strong as hits
# bovine MsrA act: activates bovine MsrA enzyme; purified bovine MsrA, absorbance read-out; activation, % at 10.6 µM; actives 0.3% (n = 360,000); AID 602163; in the data active = activation above about 7.5%;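 also: 0% = vehicle and 100% = reference activator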
# Numbers without * were called inactive; i = inactive; x = no result given.
# Sample of the layout, 5 compounds:
SMILES,MT1-MMP act inh,eLon inh,FAS-TE inh,MLLE-PAM2 inh,Neddylation inh,Rin1 Abl inh,CendR NRP1 mod,SKN-1 inh,bovine MsrA act
CCOc1ccc(NC(=O)CN(C)C(=O)c2ccccc2SCc2c(C)noc2C)cc1OCC,-1.8,-4.0,-1.3,9.1,i,0.8,-13.4,12.7,-2.2
COc1cc(C(=O)c2cocc2C(=O)c2ccc3c(c2)OCO3)cc(OC)c1OC,5.1,-1.8,-1.1,1.6,i,-0.1,-7.1,6.1,-1.1
COC(=O)c1cccc(CN2C(=O)C(C)Sc3ccc(C)cc32)c1 (configuration not stated),-6.8,-2.4,20.7,-5.9,i,4.5,-8.1,10.7,-2.0
COc1ccc(NC(=O)c2ccc(OC)c(S(=O)(=O)N3CCCCC3C)c2)cn1 (configuration not stated),-3.1,8.3,0.7,30.8,i,1.6,26.9*,3.2,-4.3
COCCN1C=C(C(=O)OC)C(c2ccc(OC)c(OC)c2)C(C(=O)OC)=C1,-0.5,3.6,-7.7,7.4,x,1.7,-3.5,4.9,-1.0

# The list itself, from the first entry:
SMILES,MT1-MMP act inh,eLon inh,FAS-TE inh,MLLE-PAM2 inh,Neddylation inh,Rin1 Abl inh,CendR NRP1 mod,SKN-1 inh,bovine MsrA act
CCOc1ccc(NC(=O)CN(C)C(=O)c2ccccc2SCc2c(C)noc2C)cc1OCC,-1.8,-4.0,-1.3,9.1,i,0.8,-13.4,12.7,-2.2
COc1cc(C(=O)c2cocc2C(=O)c2ccc3c(c2)OCO3)cc(OC)c1OC,5.1,-1.8,-1.1,1.6,i,-0.1,-7.1,6.1,-1.1
COC(=O)c1cccc(CN2C(=O)C(C)Sc3ccc(C)cc32)c1 (configuration not stated),-6.8,-2.4,20.7,-5.9,i,4.5,-8.1,10.7,-2.0
COc1ccc(NC(=O)c2ccc(OC)c(S(=O)(=O)N3CCCCC3C)c2)cn1 (configuration not stated),-3.1,8.3,0.7,30.8,i,1.6,26.9*,3.2,-4.3
COCCN1C=C(C(=O)OC)C(c2ccc(OC)c(OC)c2)C(C(=O)OC)=C1,-0.5,3.6,-7.7,7.4,x,1.7,-3.5,4.9,-1.0
O=C(O)CSc1nnc(COc2ccc(Br)cc2)n1-c1ccccc1,-1.0,-6.7,-3.7,-120.6,i,-0.4,18.7,-13.5,-9.0
COc1ccc(OC)c2sc(N3CCN(c4ccccc4)CC3)nc12,4.1,-5.2,11.3,16.8,i,-1.6,-3.5,-16.6,-12.3
O=C(NCc1ccco1)C1CC(c2cccc([N+](=O)[O-])c2)=NO1 (configuration not stated),1.5,11.5,24.4,11.3,i,-1.1,-8.9,2.9,-7.3
Cc1noc(C)c1-c1nnc(-c2ccc(C(F)(F)F)cc2)o1,4.1,3.0,5.7,-6.3,i,-3.8,0.0,-7.2,-9.2
COC(=O)NCc1cccc(CNC(=O)OC)c1,1.0,2.4,-2.6,-12.1,i,-0.1,-5.7,-11.8,-10.6
Cc1cc(-c2ccccc2)n(-c2cc(N/N=C/c3ccccc3O)ncn2)n1,7.7,-1.6,26.2,-7.4,i,-2.7,-1.3,1.6,-4.1
CCc1c(C)c2cc(Cl)c(O)c(CN3CCCC3)c2oc1=O,6.2,-19.1,-2.0,-2.1,x,2.2,-1.2,3.7,-0.1
O=c1[nH]c(C2CCN(S(=O)(=O)c3ccc(S(=O)(=O)NC4CC4)cc3)CC2)nc2c1nnn2Cc1ccc(F)cc1,1.9,-3.2,-6.1,-9.6,i,-1.0,5.7,-2.3,2.5
NNc1nc2c(Cl)cccc2s1,4.0,-21.4,-5.4,24.1,i,-0.8,12.0,16.9,-6.8
FC(F)(F)c1cnc(Sc2nnc(-c3cccs3)n2CC2CCCO2)c(Cl)c1 (configuration not stated),2.3,-4.8,2.1,-10.0,i,1.1,12.9,7.0,0.4
O=S(=O)(c1ccc(Cl)c(S(=O)(=O)N2CCCC2)c1)N1CCCC1,-4.4,11.6,-0.4,17.7,i,-0.7,-3.0,2.1,2.3
COC(CNC(=O)c1ccc(CS(=O)(=O)c2ccccc2)o1)OC,-4.1,5.1,-5.3,11.0,i,6.5,12.4,-13.6,-4.6
O=C(CCc1ccccc1)Nc1cc2c(cc1C(=O)O)OCCCO2,2.1,2.7,-4.0,-4.7,i,-0.2,14.6,8.2,-2.6
O=C(CCN1C(=O)/C(=C/c2ccc3c(c2)OCO3)SC1=S)Nc1ccccc1,-6.0,0.1,-5.5,0.5,i,-0.9,-3.7,0.1,-2.1
CCN(CC)CCSc1nc2c([nH]1)c(=S)n(C)c(=O)n2C,1.2,-8.8,-4.6,-52.0,i,-1.1,6.5,23.9,-1.1
CN(C)CCNC(=O)CNC(=S)N(CCCN1CCOCC1)Cc1cccs1,5.5,-4.9,-4.1,-3.3,i,-6.7,-5.6,-8.8,-1.6
COc1ccc2c(c1)C(=O)N(Cc1ccccc1)C(=O)C2(C)C,-0.9,-7.7,11.7,-9.4,i,-1.1,9.6,-19.2,-1.0
COc1ccc(C(CCN2CCCCC2)c2c(O)cc(OC)cc2OC)cc1 (configuration not stated),1.7,-0.4,-11.5,-2.9,i,1.0,3.2,9.0,-1.2
Cc1cc2cc(C#N)c(N3CCOCC3)nc2cc1Cl,-3.1,-0.5,9.3,17.4,i,-3.7,-6.6,14.6,-2.6
Nc1nc(=S)[nH]c2c1C1(CCCC1)Cc1ccccc1-2,-0.5,4.8,-7.9,13.1,i,-3.5,-10.0,11.3,-12.5
COc1ccc(CCN2C(=O)CC(Cc3ccccc3)C2=O)cc1OC (configuration not stated),2.8,-0.4,-1.7,-1.4,i,0.2,4.2,0.8,-0.8
NC(=O)CN1C(=O)C(O)(CC(=O)/C=C\c2ccc3c(c2)OCO3)c2ccccc21 (configuration not stated),-9.5,-1.4,-1.8,0.9,i,-0.9,-4.5,-7.9,-4.8
COc1cc(C(=O)Nc2ccc(C)cn2)c([N+](=O)[O-])cc1OC,-1.4,2.6,-2.2,-14.1,i,-2.9,4.0,-4.3,-12.0
CC1CN(C(=S)Nc2ccccc2)C(C)CN1C=O (configuration not stated),1.7,-6.7,-5.6,3.8,i,-1.0,0.8,0.1,1.8
COc1cccc(NC(=O)CN(C)C(=O)c2sc3cc(Cl)ccc3c2Cl)c1,0.0,-6.8,26.4,2.7,i,-2.6,-11.8,-8.1,-0.7
O=C(Nc1ccc(F)cc1F)c1cccn1-c1ncc(C(F)(F)F)cc1Cl,5.4,-7.2,8.4,-8.2,i,0.1,6.1,9.0,-1.9
CC1(C)CC(C(=O)Nc2ccccc2)C(=O)O1 (configuration not stated),7.1,1.9,-4.9,4.1,i,-2.8,-0.4,3.0,-7.9
Cc1nc(C)n(CC(O)COc2ccc3ccccc3c2)n1 (configuration not stated),0.2,-1.9,-5.8,-6.3,i,0.2,-2.9,-21.2,6.7
CC(C)c1ccc(S(=O)(=O)N2CCC3(CC2)OCCO3)cc1,0.5,-13.2,4.5,9.3,i,3.1,7.2,12.2,-2.9
CCOC(=O)C1=C(CCc2ccccc2)NC(=O)NC1c1ccc2ccccc2c1 (configuration not stated),2.6,-4.5,5.2,2.6,i,2.2,20.5,20.6,-1.8
CCCOc1ccc(CSc2nc3ccccc3[nH]2)cc1,3.6,5.6,16.6,-70.0,i,1.7,6.1,-7.0,-2.5
COc1ccc(/C=N/NC(=O)Nc2cccc3nsnc23)c(OC)c1,-3.9,-9.0,-7.2,-33.0,i,0.1,-13.9,-16.3,-5.2
O=C(CSc1nnc(-c2ccco2)n1-c1ccccc1)NCC1CCCO1 (configuration not stated),2.4,-4.2,-4.7,17.0,i,0.5,-3.8,22.5,-1.8
O=C(NCC1CCCCC1)c1[nH]c(C(F)(F)F)nc1-c1ccccc1,-0.5,-10.1,-1.1,7.8,i,-0.4,8.2,8.2,-4.7
CCC(CC)C(=O)Nc1cc(C(=O)OC)cc(C(=O)OC)c1,-2.6,-0.5,-3.1,-8.1,i,0.2,-2.8,-7.2,-1.0
COc1ccc(C(=O)NCCc2ccc(C(F)(F)F)cc2)cc1S(=O)(=O)N1CCOCC1,2.8,16.3,-1.5,6.1,i,2.9,10.8,-15.1,-4.0
COc1cccc2cc(/C(=N/O)c3ccccc3)oc12,-0.7,11.3,-10.2,-3.4,i,2.5,9.1,3.8,-8.4
Cc1nn(-c2ccccc2)c(C)c1/C=N/NC(=O)c1cc(C2CC2)[nH]n1,4.1,-2.3,-5.1,-3.1,i,-0.3,-5.9,-1.6,-3.8
COc1cc(NC(=O)COc2cc(C)cc3oc(=O)cc(C)c23)cc(OC)c1OC,0.2,2.1,0.4,-1.1,i,-2.6,-12.5,14.2,-7.5
CCOC(=O)c1ccc(-c2c(-c3ccccc3OC)sc3ccc(OC)cc23)cc1F,-3.3,11.8,21.4,-34.7,i,1.6,-0.3,-6.0,-10.2
CCCC(=O)Nc1ccc2c(c1)nc(CCN1CCC(C)CC1)n2C,1.2,-7.2,-8.6,5.6,i,0.0,9.5,8.9,-0.4
C[C@H]1CN([C@@H](C)CO)C(=O)CCCn2cc(nn2)CO[C@@H]1CN(C)C(=O)Nc1ccccc1C(F)(F)F,-2.3,4.8,-7.1,9.6,i,-3.4,-0.1,3.7,0.1
COCCn1c(C)cc(C(=O)CN2CCCCC2)c1C,-3.8,14.3,-10.4,6.0,i,4.2,0.5,-6.0,-9.0
CCCn1c(C2CCCN2c2nc(-c3ccc(C)cc3)cs2)nc2ccccc21 (configuration not stated),-5.7,2.0,19.4,18.6,i,-1.1,5.9,6.5,-2.1
CN(C)CCCNCCCNC(=O)c1ccncc1,2.6,2.4,-3.7,1.4,i,-1.3,0.1,-0.2,-0.9
CC/C(=N\NC(=O)c1nnn(-c2nonc2N)c1-c1ccc2c(c1)OCO2)c1ccccc1,0.0,-1.7,-14.5,-1.4,i,0.4,11.8,14.6,3.6
Cc1cccc(C)c1NC(=O)CN1CCN(C(=O)c2cc(C3CC3)nn2-c2ccccc2)CC1,0.5,-1.3,0.2,-9.3,i,0.3,-11.0,4.5,-5.5
CCOC(=O)C1CCN(c2ncnc3c2oc2ccc(Cl)cc23)CC1,-1.3,-8.7,11.5,-5.5,i,-1.3,-6.7,7.7,-2.4
FC(F)(F)c1cnc(N2CCN(C(=S)NCc3ccccc3)CC2)c(Cl)c1,2.1,0.9,16.3,-148.6,i,-1.1,-5.6,7.0,-1.1
CCCCN1C=C(C(=O)OC)C(c2ccccc2Cl)C(C(=O)OC)=C1,2.5,-11.2,14.5,-12.7,x,1.7,-8.4,8.8,-3.0
CC(C)(C)c1nnc(NC(=O)CCC2CCCCC2)s1,-1.7,-17.3,-1.7,5.0,i,-1.1,3.9,7.5,-0.4
CCC(N=c1cc(-c2ccc(OC)cc2)oc2ccc(C)cc12)C(=O)O (configuration not stated),3.1,5.9,-5.2,8.4,x,-0.7,1.2,0.6,-8.5
C=CCc1c(C)nc2ccc(C(=O)OCC)cc2c1Cl,-4.5,5.0,15.6,-4.6,i,0.3,-8.3,19.5,-1.8
Cc1cnc(NC(=O)[C@H](C)N2C(=O)C3CCCCC3C2=O)s1 (some centres not stated),-8.2,4.3,-8.8,-1.0,i,1.9,3.7,-8.3,-11.5
c1ccc(CCc2ccncc2)cc1,-3.8,4.5,-4.7,0.6,i,1.9,5.9,3.2,-4.1
CNC(=O)c1c2c(nc3ccc(Br)cc13)CCCC2,-2.3,-2.8,11.2,-5.0,i,-10.6,0.9,9.2,-9.7
CCn1c(CCCOc2ccc(Cl)cc2Cl)nnc1SCC(=O)Nc1cc(F)ccc1C,-2.7,3.2,24.3,-2.5,i,0.8,-13.2,8.3,-3.4
CC(C)(CNC(=O)c1ccc(Cl)c(S(=O)(=O)N2CCc3ccccc3C2)c1)N1CCOCC1,-8.0,-8.7,7.7,9.1,i,5.2,4.0,12.6,-2.9
